AT treatment = candidate therapy for ataxia-telangiectasia; […] A-T fibroblasts, KAP-1 phosphorylation AlphaLISA; neocarzinostatin DNA damage 30 min before lysis; Potency, µM (series often up to 57.5 µM), for inactives: top-dose activation, hits mostly activators; 0.19% of 320,000 active; AID 485349; also: potency is read from the fitted curve at half-maximal effect; % of control where 0% means no effect; nearly all actives have a fitted effect of over 45% in size
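ATM-like activity read as KAP-1 phosphorylation via AlphaLISA donor/acceptor antibody pairs after lysis and 6 hr at 25C. Cells were ATM-null patient fibroblasts ([…], hTERT), dosed 60 min, then exposed to the DSB inducer NCS for 30 min.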
TSHR antagonist = blocks TSH signaling through the human TSH receptor | P16473 | TSHR-expressing cells, TSH-stimulated cAMP HTRF, 2 h; stronger effect = lower value | activity change, negative = inhibition, % at 11.5 µM | 0.2% of 330,000 active;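 active = activity change below a set negative limit, meaning inhibition stronger than a set level, cut at about -70% in these data; inconclusive = activity change between two set negative limits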; also: % is scaled to controls: 0 for no effect and ±100 for the full control effect
Target sequence (P16473 whole entry, looked up): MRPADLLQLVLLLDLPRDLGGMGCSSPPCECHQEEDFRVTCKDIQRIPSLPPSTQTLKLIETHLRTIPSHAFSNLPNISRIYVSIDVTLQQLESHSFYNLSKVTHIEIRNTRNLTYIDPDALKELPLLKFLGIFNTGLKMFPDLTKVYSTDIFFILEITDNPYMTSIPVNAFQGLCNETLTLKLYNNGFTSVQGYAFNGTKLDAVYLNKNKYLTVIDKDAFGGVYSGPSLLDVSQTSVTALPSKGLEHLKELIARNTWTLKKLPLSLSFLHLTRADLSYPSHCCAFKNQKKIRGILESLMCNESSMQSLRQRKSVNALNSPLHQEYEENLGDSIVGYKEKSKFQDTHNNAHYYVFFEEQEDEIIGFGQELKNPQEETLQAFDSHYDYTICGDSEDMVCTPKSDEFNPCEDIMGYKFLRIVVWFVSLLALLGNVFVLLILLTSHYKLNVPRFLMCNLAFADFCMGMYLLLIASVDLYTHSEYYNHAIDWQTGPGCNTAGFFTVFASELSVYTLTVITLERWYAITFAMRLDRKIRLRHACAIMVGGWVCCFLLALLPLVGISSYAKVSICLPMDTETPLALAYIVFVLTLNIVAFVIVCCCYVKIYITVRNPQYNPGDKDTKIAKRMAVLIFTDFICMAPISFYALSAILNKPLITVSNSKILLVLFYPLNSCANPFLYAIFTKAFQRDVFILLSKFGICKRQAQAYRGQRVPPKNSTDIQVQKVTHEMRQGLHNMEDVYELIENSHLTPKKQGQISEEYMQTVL
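Antagonism was scored as loss of TSH-driven cAMP in TSHR cells, stimulated with 4nM TSH (EC80) for 2 hours at 37 deg C and detected by homogeneous HTRF competition immunoassay.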
USP2a block = blocks human ubiquitin-specific protease USP2a; USP2 core, Ub-CHOP2 coupled fluorogenic reporter, 485/531; Potency, µM (top dose mostly 38.3 µM), for the others: at the highest dose activity change, negative = inhibition, hits mostly inhibitors; 0.01% of 330,000 active; AID 463254;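 also: potency is read from the fitted curve at half-maximal effect; plate controls were DMSO wells for no effect and full inhibition by NEM control for full effect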
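USP2 core (10nM final) preincubated 30min RT with compound in 20mM Tris-HCl pH 8.0, 2mM CaCl2, 2mM beta-mercaptoethanol, 0.05% CHAPS; 25nM Ub-CHOP2 plus 25nM reporter substrate added, fluorescence (Ex485/Em531) read after 60min.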
Mito fusion yeast = mitochondrial division inhibition or fusion activation. S. cerevisiae fusion-defective mutant growth rescue, CellTiterGlo 48 h. Potency, µM (top dose mostly 46.1 µM), inactives show at the highest dose growth rescue (activation), usual class: activators. 0.23% of 320,000 active. AID 485298;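 also: potency is read from the fitted curve at half-maximal effect; % of control where 0% means no effect; nearly all actives have a fitted effect of over 45% in size; temperature-sensitive fusion mutants such as fzo1-1 at 37 °C on non-fermentable ethanol glycerol medium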
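S. cerevisiae fusion-defective temperature-sensitive mutants (e.g. fzo1-1, mgm1-5) grown 48 h at 37C in YPEG (ethanol/glycerol non-fermentable) medium with 23 nl compound per well; growth rescue read as CellTiterGlo luminescence.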
KCNH2 3.1 block = blocks the human KCNH2 3.1 channel isoform. activity change, % (tested at about 1.8 µM). U2OS KCNH2 3.1, thallium flux FluxOr; stronger effect = lower value. 0.95% of 340,000 active. AID 720553;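 active = maximum activity change below -70%; inconclusive = maximum activity change from -70% to -50%; inactive = maximum activity change above -50%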;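 also: thallium influx rate constant from kinetic fluorescence after stimulation buffer; % is scaled to controls: 0 for no effect and ±100 for the full control effect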
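Kinetic fluorescence (2 min after stimulation buffer) measures Tl+ influx through KCNH2 3.1 expressed by viral transduction in U2OS cells; the rate constant is normalized against DMSO controls serving as positive and negative references.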
TRPV1 ag = activates the human vanilloid receptor TRPV1. Q8NER1. TRPV1-expressing cells, Fluo-8 calcium influx, agonist mode. activation, % at 8.33 µM. 0.19% of 320,000 active; in the data active = activation above about 80%; inconclusive = between about 30% and that limit; also: 0% is about no effect
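Fluo-8 calcium influx in TRPV1-expressing cells, kinetic read (ex 480/em 520 nm). Compound added and read 3 min for agonist activity, followed by capsaicin at EC20 final and 2 min further read for enhancement.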
ELG1 DNA repair = inhibitors of ELG1-dependent DNA repair in HEK293T cells; Potency, µM (doses to about 46.1 µM), without a hit: at the top dose activity change, negative = inhibition, usual class: inhibitors; HEK293T ELG1-luciferase reporter, luminescence, 16 h; DNA damage induced by 5-fluorouridine; 2.3% of 330,000 active; also: potency is read from the fitted curve at half-maximal effect; % is scaled to controls: 0 for no effect and ±100 for the full control effect; nearly all actives have a fitted effect of over 55% in size
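Overnight (16 hr) co-exposure of 2,000 cells/well to 5-fluorouridine and compound at 37 °C preceded detection. Luciferase was quantified via ONE-Glo luminescence; loss of signal denotes inhibition.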
TCR activator = T cell receptor activation | primary human leukocytes, anti-CD3, IL-2 HTRF, 48 h | Potency, µM (highest dose often 9.22 µM), for inactives: top-dose activation of IL-2 secretion, usual class: activators | 330,000 tested, under 10 active | AID 504894; also: % of control where 0% means no effect
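48 hr co-incubation of compounds, a-CD3 beads and primary human leukocytes; IL-2 quantified homogeneously by HTRF with anti-IL-2 K and d2 conjugates.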
hERG WT inh = blocks the wildtype human KCNH2 potassium channel; activity change, % at 1.84 µM; U2OS, BacMam KCNH2, thallium flux FluxOr; stronger effect = lower value; 0.37% of 340,000 active;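 active = maximum activity change below -70%; inconclusive = maximum activity change between -70% and -50%; inactive = maximum activity change above -50%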; also: % is scaled to controls: 0 for no effect and ±100 for the full control effect
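U2OS cells transduced with wild-type KCNH2 virus are loaded with FluxOr dye for 45 min, and thallium flux is measured in kinetic reads before and after stimulation buffer. Rate constants are normalized to DMSO controls.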
Eya2 inh = inhibitors of human Eya2 phosphatase activity; recombinant Eya2, OMFP fluorescence dephosphorylation (OMFP is methylfluorescein phosphate); Potency, µM (highest dose often 76.9 µM), without a hit: at the highest dose activity, negative = inhibition, hits mostly inhibitors; 0.006% of 330,000 active; AID 488837; also: potency is read from the fitted curve at half-maximal effect; % is scaled to controls: 0 for no effect and ±100 for the full control effect
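Eya2 protein (added as 0.2 uM solution) was preincubated with compound for 10 min at ambient temperature in 50 mM HEPES pH 7.5, 50 mM NaCl, 5 uM MgCl2, 0.05% BSA, 1 mM DTT. OMFP (added at 50 uM) then reacted 10 min; fluorescence read at 485/525 nm.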
* = called active by the depositor; ? = inconclusive; / = no result given; [ ] = another dose, or the depositor's remark. Unless noted, calls follow the shape of the dose curve; as a rule, active = well fitted curve in the direction sought with a large enough effect; inconclusive = small, poorly fitted or top-dose-only effect, or another doubt; inactive = no such curve, though single readings can be large; an effect the other way counts as inactive or inconclusive. These rows are one share of the data; rates above refer to the full screens.

SMILES	AT treatment	TSHR antagonist	USP2a block	Mito fusion yeast	KCNH2 3.1 block	TRPV1 ag	ELG1 DNA repair	TCR activator	hERG WT inh	Eya2 inh
O=C(NC1CCN(S(=O)(=O)c2cccc(F)c2)CC1)c1cccc(F)c1	-12%	1	0%	0%	3	4	-12%	-17%	3	?
CCn1nc(C)c(CNC(=O)c2cc(COc3ccccc3SC)on2)c1C	-13%	0	1%	1%	7	?	3%	-8%	3	-16%
CNC(=S)NNC(=O)c1noc(C)c1C(=O)N1CCN(C(c2ccccc2)c2ccccc2)CC1	-4%	1	6%	-2%	15	1	-1%	10%	-3	14%
COc1cccc(CNC(=O)CN2C(=O)CSc3ccc(S(=O)(=O)N4CCOCC4)cc32)c1	1%	-140*	0%	/	2	7	8%	-7%	-8	-6%
Fc1cccc(NC(=S)NNc2ccccc2)c1	-5%	1	4%	-17%	-2	18	-21%	4%	-2	7%
Cc1ccc(CCNC(=O)CN(C)S(=O)(=O)c2cnc[nH]2)cc1	-12%	11	6%	-2%	14	2	24%	1%[46.1 µM]	-13	-1%
Cc1cc(C)c2c(c1)NC(=O)C2(O)CC(=O)c1cccs1 (stereo not drawn)	/	/	/	-1%	3	2	/	-19%	4	/
CCN(CC)c1ccc(NC(=O)c2ccc3c(c2)OCO3)cc1	-2%	-7	1%	1%	-1	83*	?	-4%	-3	-4%
COc1ccc(N(C)S(=O)(=O)c2cccc(C(=O)Nc3cccc(C(=O)NC4CC4)c3)c2)cc1	9%	-32	0%	1%	-4	?	21µM*	13%	21	-13%
O=C(NC1(C(F)(F)F)NC(=O)N(CC2CCCCC2)C1=O)c1ccco1 (stereo not drawn)	9%	-5	-1%	5%	-3	8	-1%	-3%	-2	-5%
CCOc1ccc(NC(=O)COc2ccc3c(c2)OCO3)cc1	3%	10	0%	-8%	-29	7	?	0%	-1	-16%
CC1CCN(C(=O)CS(=O)(=O)Cc2ccccc2)CC1	2%	-5	3%	-3%	3	-4	?	-8%	1	22%
O=C(c1cccc(F)c1)N1CCN(Cc2c[nH]c3ccccc23)CC1	4%	1	2%	-5%	6	5	?	-1%	5	-24%
O=C(c1cc(-c2cccc(Cl)c2)on1)N1CCCCCC1	1%	-7	1%	17%	6	?	?	-4%	-2	-6%
COc1ccc(N2CC(C(=O)Nc3nnc(SCC(=O)N4CCCC4)s3)CC2=O)cc1 (stereo not drawn)	-2%	7	2%	1%	6	-3	10%	-2%	11	-13%
Cc1ccc(C(C)C)c(OCC(=O)NNC2=CC(=O)CC(C)(C)C2)c1	-1%	9	0%	-2%	-7	0	-9%	4%	0	-3%
CC(C)c1nc2sc3c(SCC(=O)NCc4ccco4)ncnc3c2c2c1CCC2	/	17	-1%	14%	-6	-6	0%	6%	-3	-2%
COc1ccc(Cl)cc1S(=O)(=O)N1CCN=C1C	-2%	-1	-8%	0%	-9	2	14%	1%	-12	-11%
Cc1nn(-c2ccccc2)c(C)c1/C=C/C(=O)OCC(=O)N(C)C1CCS(=O)(=O)C1 (stereo not drawn)	1%	3	-1%	-1%	4	-2	7%	5%	-34	8%
O=C(CSc1nc2ccccc2s1)NCCCN1CCOCC1	3%	-5	?	-1%	-1	1	8%	-1%	7	-22%[15.4 µM]
COc1ccc(NS(=O)(=O)c2cccc(C(=O)NNC(=O)NCCCl)c2)cc1	-3%	7	0%	15%	13	9	11%	1%	-10	9%
Cn1c(Cc2ccccc2)nnc1SCCC(=O)Nc1ccccc1	/	/	/	5%	0	3	/	4%	4	/
CCCc1[nH]nc2c1C1(CCN(C(=O)OCc3ccccc3)CC1)C(C#N)=C(N)O2	3%	-18	2%	0%	-7	5	?	2%	5	20%
CCOc1ccc(-c2nnc3ccc(SCc4ccc(C(=O)OC)o4)nn23)cc1	/	7	-23%	6%	11	-5	21µM*	4%	-16	-13%
CSc1nccc(-c2sc(SC)c(C#N)c2-c2ccccc2)n1	10%	1	2%	5%	17	7	4%	-2%	-14	2%
CCCc1c(C(=O)Nc2ccc(C(F)(F)F)cc2)cnn1-c1ccccc1	1%	-5	-2%	-17%	-18	-1	?	9%	7	?
CCN(CC)C(=O)c1sc(NC(=O)c2ccc(OC)c([N+](=O)[O-])c2)c(C#N)c1C	7%	-9	1%	-2%	/	5	-17%	-5%[46.1 µM]	/	11%
CCC1(CC)N([O-])C(C)=C(c2ccccc2)[N+]1=O	1%	2	1%	2%	0	1	-16%	7%	4	-3%
CCN(C(=O)CSc1nc2ccccc2c(=O)n1-c1ccccc1F)C1CCS(=O)(=O)C1 (stereo not drawn)	9%	/	3%	/	22	/	26%	3%	7	-2%
O=C(N/C=N/OCc1ccc(Cl)cc1Cl)NOCc1c(Cl)cccc1Cl	/	/	/	13%	-9	0	/	-5%	-10	/

Molecules listed so far with a Cl atom (4):
SMILES	AT treatment	TSHR antagonist	USP2a block	Mito fusion yeast	KCNH2 3.1 block	TRPV1 ag	ELG1 DNA repair	TCR activator	hERG WT inh	Eya2 inh
O=C(c1cc(-c2cccc(Cl)c2)on1)N1CCCCCC1	1%	-7	1%	17%	6	?	?	-4%	-2	-6%
COc1ccc(Cl)cc1S(=O)(=O)N1CCN=C1C	-2%	-1	-8%	0%	-9	2	14%	1%	-12	-11%
COc1ccc(NS(=O)(=O)c2cccc(C(=O)NNC(=O)NCCCl)c2)cc1	-3%	7	0%	15%	13	9	11%	1%	-10	9%
O=C(N/C=N/OCc1ccc(Cl)cc1Cl)NOCc1c(Cl)cccc1Cl	/	/	/	13%	-9	0	/	-5%	-10	/

(next part)
SMILES	AT treatment	TSHR antagonist	USP2a block	Mito fusion yeast	KCNH2 3.1 block	TRPV1 ag	ELG1 DNA repair	TCR activator	hERG WT inh	Eya2 inh
COc1ccc(CSCCc2n[nH]c(=S)n2-c2ccccc2)cc1	9%	-39	-1%	-1%	-21	-3	-14%	-1%	-12	-2%
CC(C)CC(=O)N1CCN(C(=O)c2ccco2)CC1	-4%	-11	2%	4%	-12	6	18%	3%	-10	-5%
O=C(N/N=C/c1cc(Br)c(Br)o1)C(O)c1ccccc1 (stereo not drawn)	-2%	-3	4%	-7%	6	0	?	-1%[46.1 µM]	2	5%
CCn1c(COc2c(C)cccc2C)nnc1SCC(=O)N1CCN(c2ccccc2)CC1	-1%	-13	1%	-3%	-11	-5	?	-3%	8	14%
Cc1cc(Cl)ccc1OCC(=O)NNC(=O)C1CCCO1 (stereo not drawn)	-3%	2	2%	-14%	1	-2	?	-3%	-9	11%
CC(c1ccccc1)N1C(=O)c2ccc(C(=O)Nc3ccccc3C(=O)O)cc2C1=O (stereo not drawn)	0%	-14	-2%	-1%	-5	0	?	-5%	3	0%
CCc1cccc(NC(=O)CN(C)C2=NS(=O)(=O)c3ccccc32)c1	-6%	-17	-7%	-2%	3	4	3%	1%	-1	-8%
COc1cc(OC)cc(C(=O)NC(C(=O)NCCc2ccccn2)C(C)C)c1 (stereo not drawn)	-2%	/	1%	/	13	/	0%	2%	0	-28%
O=C(NC(=S)Nc1ccccc1)c1cc(-c2ccccc2)nc2ccccc12	22%	-48	-2%	1%	8	1	-16%	0%	-21	0%
Cn1c(-c2ccc(F)cc2)cc2onc(-c3c(F)cccc3Cl)c2c1=O	8%	13	1%	/	0	/	?	0%[46.1 µM]	2	4%
O=C(C1CC(=O)N(c2ccc(F)cc2)C1)N1CCCCCC1 (stereo not drawn)	9%	-15	-1%	7%	-3	-1	3%	2%	1	7%
CCN(CC)CCN1C(=O)C(=O)/C(=C(/O)c2c(C)[nH]c(C(=O)OC)c2C)C1c1ccc(OC)cc1 (stereo not drawn)	1%	1	2%	-1%	8	-2	12%	0%	38	-9%
Cc1ccc(Nc2n[nH]c(C)c2[N+](=O)[O-])cc1C	-1%	33	3%	5%	-10	1	?	0%[46.1 µM]	7	-1%
CC1CC(=O)N(CC(=O)Nc2ccc(F)cc2)c2ccccc2S1(=O)=O (stereo not drawn)	-3%	0	1%	-1%	-12	1	4%	-14%	1	5%
COC(=O)COc1ccc2oc(=O)cc(-c3cc4ccccc4o3)c2c1	0%	-16	0%	3%	15	?	1%	-5%	-7	3%
COc1ccc(OC)c(Nc2nc(NCCC(C)C)nc(N)c2[N+](=O)[O-])c1	5%	-1	8%	11%	1	6	?	8%	-7	?
Cc1ccc(-c2nc(=S)c3c(n2Cc2cccnc2)CC(C)(C)OC3)cc1	7%	-2	1%	0%	0	-2	-5%	-222%	0	7%
CCN(CC)CC(O)c1cccn1-c1ccc(CNC(=O)NC(C)C)cc1 (stereo not drawn)	0%	-2	1%	-6%	21	-2	?	-6%	4	15%
O=C(CSc1ccc(F)cc1)Nc1ccc(N2CCOCC2)c(Cl)c1	9%	-13	-1%	1%	-10	?	5%	6%	4	-2%
COc1ccc(C2NC(=O)CCC2[N+](=O)[O-])cc1 (stereo not drawn)	6%	1	-1%	-2%	34	5	2%	3%	-19	-6%
COc1ccc(C(=O)n2nc(C)c(Br)c2C)cc1OC	-11%	-1	2%	4%	9	5	-10%	-1%	0	4%
